High-throughput results deposited in PubChem BioAssay by National Center for Advancing Translational Sciences (NCATS).
AMA1-RON2 inh – AMA1-RON2 (P. falciparum) interaction inhibition. AlphaScreen AMA1-biotinylated RON2 peptide binding. 360,000 tested, 0.2% active. Potency, µM (titrated, usually from 58.2 µM), for inactives: top-dose activity change, negative = inhibition, most hits filed as inhibitors;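 also: potency is read from the fitted curve at half-maximal effect; 0% = vehicle wells and -100% = peptide control; nearly all actives have a fitted effect of over 45% in size; some results filed as inactive show a strong effect at the top dose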
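AMA1 (3D7) with his tag at 25 nM final met compounds first, then biotinylated RON2 peptide at 25 nM; detection used donor plus acceptor beads, 10 µg/mL apiece, read by AlphaScreen after 30 min at room temperature.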
Shiga toxin inh – blocks Shiga toxin action in Vero cells | Vero cells, Shiga toxin protein synthesis inhibition reporter | inhibition, % at 38.7 µM | 290,000 tested, 9.2% active | AID 2315; in the data active = inhibition mostly above about 28%, no sharp cut-off; inactive = mostly below about 43%; also: 0% is about no effect
AmpC no deterg – blocks E. coli AmpC beta-lactamase in detergent-free assay. AmpC nitrocefin hydrolysis, absorbance 480 nm, 0.0001% Triton. P00811. AID 485341. Potency, µM (series often up to 57.1 µM), for inactives: top-dose activity change, negative = inhibition, most hits filed as inhibitors. 330,000 tested, 0.52% active;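 also: potency is read from the fitted curve at half-maximal effect; plate controls were no compound for no effect and no enzyme for full effect; nearly all actives have a fitted effect of over 20% in size; some results filed as inactive show a strong effect at the top dose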
Target sequence (P00811 whole entry, looked up): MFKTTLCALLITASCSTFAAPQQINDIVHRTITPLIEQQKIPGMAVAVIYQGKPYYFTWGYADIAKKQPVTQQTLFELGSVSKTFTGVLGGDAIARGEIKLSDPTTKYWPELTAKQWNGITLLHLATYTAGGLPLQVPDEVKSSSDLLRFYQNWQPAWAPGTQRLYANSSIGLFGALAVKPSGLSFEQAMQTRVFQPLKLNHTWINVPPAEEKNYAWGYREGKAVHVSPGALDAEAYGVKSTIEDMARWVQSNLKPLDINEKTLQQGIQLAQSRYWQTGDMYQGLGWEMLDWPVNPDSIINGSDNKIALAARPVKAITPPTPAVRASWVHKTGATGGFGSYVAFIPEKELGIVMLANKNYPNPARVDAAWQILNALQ
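AmpC (5.3 nM in the dispensed reagent) in 20 mM phosphate pH 7.0 with 0.01% (detergent screen) or 0.0001% Triton X-100 was preincubated with compounds for 15 min at room temperature. Nitrocefin was then added from an 800 uM solution, and hydrolysis was followed at 480 nm.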
Giardia FBPA inh – inhibitors of Giardia lamblia fructose-1,6-bisphosphate aldolase; AID 2451; A8B2U2; 290,000 tested, 0.71% active; purified Giardia FBPA; Potency, µM (titrated, usually from 59.6 µM), without a hit: at the top dose activity, negative = inhibition, hits mostly inhibitors; also: potency is read from the fitted curve at half-maximal effect; % is scaled to controls: 0 for no effect and ±100 for the full control effect; nearly all actives have a fitted effect of over 55% in size
Target sequence (A8B2U2 whole entry, looked up): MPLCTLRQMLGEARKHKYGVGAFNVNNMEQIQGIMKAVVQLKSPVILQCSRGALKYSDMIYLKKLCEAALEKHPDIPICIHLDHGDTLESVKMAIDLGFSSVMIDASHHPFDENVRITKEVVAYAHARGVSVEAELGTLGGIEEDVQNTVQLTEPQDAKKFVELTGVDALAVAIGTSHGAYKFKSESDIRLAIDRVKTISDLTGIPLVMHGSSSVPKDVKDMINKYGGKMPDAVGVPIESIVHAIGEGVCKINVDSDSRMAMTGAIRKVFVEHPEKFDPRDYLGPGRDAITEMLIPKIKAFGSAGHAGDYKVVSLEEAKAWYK
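Giardia FBPA (40 nM reagent) was preincubated 10 min at RT with compound (up to 57.5 uM final), then substrate plus GAPDH/TPI/NAD/arsenate coupling system with diaphorase/resazurin was added; resorufin fluorescence (525/598 nm) was read after 20 min.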
AmpC detergent – AmpC beta-lactamase inhibition with detergent present. Potency, µM (highest dose often 114 µM), for inactives: at the highest dose activity change, negative = inhibition, actives largely listed as inhibitors. AmpC hydrolysis of nitrocefin, absorbance 480 nm, 0.01% Triton. P00811. AID 485294. 370,000 tested, 0.041% active;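 also: potency is read from the fitted curve at half-maximal effect; 0% = no-compound wells and -100% = no-enzyme wells; nearly all actives have a fitted effect of over 25% in size; some results filed as inactive show a strong effect at the top dose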
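20 mM phosphate pH 7.0 + 0.01% (detergent screen) or 0.0001% Triton X-100; 5.3 nM AmpC reagent; cpd preinc 15 min RT; nitrocefin (800 uM stock) to start; A480 q20 s × 4 min; Activity was normalised to no-enzyme and no-compound control wells.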
HCMV inh – human cytomegalovirus inhibition; activity change, negative = inhibition, % at 57.5 µM; HFF cells, HCMV-luciferase reporter, 72 h; active compounds read low; 410,000 tested, 4.5% active; in the data active = activity change below about -60%; inconclusive = no clear call, values can overlap the other calls; inactive = above about -39%; also: % is scaled to controls: 0 for no effect and ±100 for the full control effect
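Steps: HFFs plated, 16 h 37C; compounds added; HCMV-luciferase added to MOI 1 PFU/cell; 72 h 37C; OneGlo reagent, 5 min room temperature; luminescence read, normalized to controls.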
Cycloheximide cs – affects cycloheximide protein synthesis inhibition readout, counter-screen. 300,000 tested, 12% active. cell reporter, cycloheximide protein synthesis inhibition counterscreen. max response, %; in the data active = max response mostly above about 13%, no sharp cut-off; inactive = mostly below about 14%; also: read at 38.3 µM for the half of the compounds with a filed dose; 0% is about no effect
An asterisk follows results filed as active; i = inactive; ? = inconclusive; . = no result given; + = active, no number; & = joins results of further samples; [ ] = remark or other dose. Unless noted, calls follow the shape of the dose curve; as a rule, active = well fitted curve in the direction sought with a large enough effect; inconclusive = small, poorly fitted or top-dose-only effect, or another doubt; inactive = no such curve, though single readings can be large; an effect the other way counts as inactive or inconclusive.

SMILES	AMA1-RON2 inh	Shiga toxin inh	AmpC no deterg	Giardia FBPA inh	AmpC detergent	HCMV inh	Cycloheximide cs
COc1ccccc1-n1ccnc1SCC(=O)NC(C)(C)C	-16%	19	-6%	-7%	-8%	-32	-1
Cc1cnc(NC(=O)Nc2ccc(OCc3ccccc3)cc2)c(Br)c1	-5%	26	-25%	7%	-4%	18	16*
Brc1ccc(-c2nn3c(-c4ccncc4)nnc3s2)o1	.	13	-19%	2%	?	.	2
CCN(CC)CCN(C(=O)c1ccc2c(c1)CCCC2)c1nc2ccc(F)cc2s1	-16%	42	-4%	-19%	-10%	0	16
NC(=O)C1(N2CCCCC2)CCN(S(=O)(=O)c2cc(Cl)ccc2Cl)CC1	-3%	-7	0%	5%	-11%	-7	-6
CSc1nc(N(C)C)nc(N(C)C#N)n1	-3%	-9	-1%	3%	-4%	-28	-3
Cc1cc(-c2ccccc2)n(-c2ccc(C(=O)NC(C)C)cc2)n1	6%	-5	41%	2%	-8%	9	-1
C#CCOCCOCCOCCNc1nc(N2CCN(C(=O)[C@H](Cc3ccc(O)cc3)n3cc([C@@H](N)C(C)CC)nn3)CC2)nc(N2CCN(C(=O)[C@H](Cc3cc4ccccc4[nH]3)n3cc([C@@H](N)C(C)CC)nn3)CC2)n1 (stereo not given in full)	-10%	-5	186%[activator]	-8%	-9%	.	-3
O=C(NCCc1ccc(Cl)cc1)c1ccc(CNc2c(N3CCOCC3)c(=O)c2=O)cc1	-8%	20	-3%	-7%	0%	-20	2
CC(C)(O)C#Cc1ccc(CN2CCN(Cc3ccccc3)C(CCO)C2)cc1 (stereo not given)	-21%	7	64%[activator]	3%	3%	-9	-3
CN(C)c1ccc(CN(C(=O)/C=C/c2ccccc2Cl)C2CCS(=O)(=O)C2)cc1 (stereo not given)	?	21	64%[activator]	0%	3%	24	12
CC(C)(C)OC(=O)COc1ccc(/C=N/NC(=O)CN2CCCCC2)cc1	19%	88*	1%	2%	1%	105	45*
CC1(C)NC(=O)N(CC(=O)OCC(=O)Nc2sccc2C#N)C1=O	-2%	-6	-17%	-10%	?	-20	10
O=C1CC(c2ccccc2)=Nc2ccccc2N1Cc1ccccc1	-18%	-12	-4%	-5%	-2%	-8	-1
COCC(=O)N(Cc1cc2cc(C)ccc2[nH]c1=O)c1ccc(C)c(C)c1	10%	.	21%	5%	?	4	7
Cn1nnnc1SCC(=O)N1CCc2ccccc21	6%	-10	-12%	7%	-8%	-7	0
NS(=O)(=O)c1ccc(CCNC(=O)CN2CCN(Cc3cccc(C(F)(F)F)c3)CC2)cc1	2%	-16	47%	-14%	-2%	?	-6
Cc1cc(C)cc(C(=O)NCC(=O)N2CCN(c3cccc(Cl)c3)CC2)c1	-18%	-3	33%	5%	5%	-28	8
Cc1cc(S(=O)(=O)N2CCN(c3ccccn3)CC2)c(C)cc1Cl	-2%	-5	-7%	?	-8%	-15	0
O=C(c1ccc(S(=O)(=O)N2CCOCC2)cc1)N1CCOCC1	-15%	-11	-20%	6%	2%	?	1
COc1cc2c(cc1OC)-c1c(OC)c(OC)cc3c1C(C2)N(C)CC3 (stereo not given)	-1%	-22	12%	?	?	28	-6
Cc1cc(C)nc(-n2nc(C)cc2NC(=O)c2ccc(F)cc2F)n1	0%	-4	-2%	0%	-11%	-89*	-4
OC(CCCCN1CCCCC1)c1ccccc1 (stereo not given)	-18%	4	-19%	-1%	-8%	8	0
CC(=O)c1c(OC(=O)c2cccc(Cl)c2)c2ccccc2n1C	12%	-6	-15%	-5%	11%	-8	1
Cc1csc(Sc2ccc(S(=O)(=O)N3CCCC3)cn2)n1	-4%	29	-8%	1%	0%	-34	10
O=C(C1CCCN1S(=O)(=O)c1cccc2cccnc12)N1CCc2ccccc2C1 (stereo not given)	-1%	-9	-1%	-9%	?	-10	-6
Cc1ccc(C(=O)Nc2ccc3c(c2)C(=O)N(C)C3=O)c(C)c1	9%	21	-2%	15%	?	?	17
CCOc1cc(S(=O)(=O)N(Cc2ccccc2)Cc2ccccc2)c(OCC)cc1-n1cnnn1	-2%	-11	11%	-3%	-1%	20	-2
OC(COc1ccc(CN2CCSCC2)cc1)CN1CCCCC1 (stereo not given)	-8%	-15	-13%	2%	-1%	0	1
COC(=O)CC1Oc2ccc(C)cc2NC1=O (stereo not given)	12%	17	-10%	-3%	?	-4	7
O=c1cc(-c2ccc([N+](=O)[O-])cc2)c2ccc(O)cc2o1	1%	24	-21%	0%	10%	8	3
COC(=O)c1ccc(CS(=O)(=O)c2ccc(C)cc2)o1	11%	-8	-18%	-3%	-13%	7	-5
O=C(O)CSCc1cn2cc(Cl)ccc2n1	-5%	-8	-8%	?	1%	22	1
Cc1ccc(-c2cc(C(=O)OCC(=O)Nc3ncc(C(F)(F)F)cc3Cl)c3ccccc3n2)cc1	19%	-13	-24%	3%	-4%	-5	-8
CCOc1ccccc1NC(=O)CSc1nnc(Cn2c(=O)sc3ccccc32)n1C	-2%	6	9%	-4%	-2%	12	-2
CC(C)c1ccccc1NC(=O)COC(=O)Cc1ccsc1	-6%	-8	-19%	6%	-2%	-17	-3
O=C(Cc1ccccc1)c1ccc2c(c1)OCCO2	-2%	87*	-27%	4%	-9%	-20	43*
CCOC(=O)C1C(=O)NC(SCC(=O)OC)=C(C#N)C1c1ccccc1OCC (stereo not given)	-2%	9	.	-5%	-3%	33	-2
COc1ccc(-c2c(C)cc3oc(=O)cc(-c4ccccc4)c3c2C)cc1OC	4%	i	4%	-1%[89.2 µM]	.	-10	18
Cc1ccc(C(=O)NNC(=O)C2CCCN(c3ncccn3)C2)cc1 (stereo not given)	-1%	-10	-16%	7%	-7%	-7	-2
Cc1ccc(C(=O)Nc2ccccc2N2CCOCC2)cc1S(=O)(=O)N1CCOCC1	-2%	.	83%[activator]	.	-6%	-13	.
COc1ccccc1N1CCN(C(=O)c2ccc3c(c2)CCN3S(=O)(=O)c2ccccc2)CC1	-1%	46	161%[activator]	.	-2%&21%	?	40
CCOC(=O)c1[nH]c2ccccc2c1NC(=O)c1ccc(S(=O)(=O)N2CCCCC2)cc1	-5%	-11	13%	4%	-15%	-21	-5
Oc1cc2ccccc2cc1-c1n[nH]c(=S)n1Cc1ccco1	87%[activator]	-7	-45%	-21%	6%	14	-3
C/C(Cc1ccccc1)=N\NC(=O)c1cc(C(C)(C)C)[nH]n1	16%	22	-53%	4%	-2%	9	20
S=C(NC1CCCCC1)N1CCc2[nH]c3ccccc3c2C1	-10%	44*	-32%	-8%	3%	-5	7
COc1cccc(N2CCN(S(=O)(=O)c3ccc4nc(-c5ccccc5)[nH]c4c3)CC2)c1	0%	-9	-31%	1%	-9%	24	-2
CC(C)Oc1ccccc1C(=O)NC(CO)C(=O)O (stereo not given)	-11%	16	-10%	0%	4%	0	6
CCOC(=O)[C@H]1[C@H]2COc3ccccc3[C@@H]2N2C(=O)c3cc(OC)ccc3NC(=O)[C@@]12C	-3%	.	-43%	.	-7%	-17	.
Cn1c(Cn2nnc3ccccc32)nnc1SCC(=O)N1CCc2ccccc21	4%	12	-26%	6%	?	-34	-3
O=C(NCc1cccc(Cl)c1)C1CCC(=O)N(CCN2CCOCC2)C1 (stereo not given)	11%	0	-3%	-4%	-18%	40	-3
CCOc1ccccc1NC(=O)CSc1nc2cc(O)ccc2c(=O)n1-c1ccc(OC)c(OC)c1	-11%	-8	110%[activator]	5%	-3%	-72*	5
COc1ccc(C(C)=O)cc1COC(=O)c1cccc(N(C)C)c1	-22%	-3	16%	-2%	-2%	50	2
CCOC(=O)c1c(C)[nH]c(C)c1C(=O)CSc1nnc(-c2ccncc2)n1C	-9%	-11	-11%	-3%	-11%	4	-4
O=C(NCC1CCCO1)c1nn2c(C(F)(F)F)cc(-c3ccc(Br)o3)nc2c1Br (stereo not given)	0%	-14	-14%	-1%	-2%	-1	-4
COc1ccc(C)cc1N(CC(=O)N1CCOCC1)S(C)(=O)=O	2%	.	-11%	10%	-5%	20	-2
Oc1ccc2oc3c(c2c1C=NCc1ccncc1)CCCC3	48%[activator]	28	-18%	?	-1%	-14	-1
O=C(CSc1nnc(-c2ccco2)n1Cc1ccccc1)c1ccc(F)cc1	-4%	60*	22%	-2%	-14%	2	36*
Cc1cccc(C(=O)NNC(=O)c2ccccc2)c1	10%	+	-12%	0%	-10%	7	8
CC(=O)O[C@]1(C(C)=O)CCC2C3C=C(C)C4=CC(=O)CC[C@]4(C)C3CC[C@@]21C (stereo not given in full)	0%	4	53%	6%	-9%	?	7
New compounds follow.
SMILES	AMA1-RON2 inh	Shiga toxin inh	AmpC no deterg	Giardia FBPA inh	AmpC detergent	HCMV inh	Cycloheximide cs
Cc1ccc(S(=O)(=O)NN/C(=N/S(=O)(=O)c2ccccc2)c2ccccc2)cc1	46%[activator]	-8	-35%	6%	-5%	3	8
CCN(CC)S(=O)(=O)c1cc(NS(=O)(=O)c2cc(Cl)ccc2Cl)ccc1C	-8%	-9	-19%	0%	-1%	-16	-4
O=C(O)c1cccc(-n2cnnn2)c1	-7%	-8	-15%	3%	5%	-3	-6
C=CCN1CCc2cccc3c2[C@H]1Cc1ccc(O)c(O)c1-3	-7%	-10	-28%	?	-9%	-20	2
Cc1cc(C)nc(SCC(=O)Nc2ccccc2[N+](=O)[O-])n1	-2%	-15	-27%	-2%	-1%	33	-4
CCN1CCN(C(=O)N(Cc2ccc(Cl)cc2)S(=O)(=O)c2ccc(C)cc2)CC1	0%	.	-22%	.	?	-16	.
O=C(N/N=C/c1ccc(Cl)cc1Cl)c1n[nH]c2c1CCCC2	-1%	67*	-18%	0%	-3%	-16	21*
O=C(Nc1cccc2ncccc12)C(c1ccccc1)c1ccccc1	-6%	-8	49%	0%	?	0	-3
CC1(C)CC2CC(C)(CN2C(=O)COC(=O)c2cc(Cl)cc(Cl)c2N)C1 (stereo not given)	7%	-11	-6%	1%	-16%	17	-4
COc1cccc(NC(=O)C(C)NS(=O)(=O)c2ccc(Br)cc2)c1 (stereo not given)	-5%	37	-28%	.	6%	44	-2
CCN(CC)S(=O)(=O)c1ccc(C(=O)NNC(=O)C2CCN(S(=O)(=O)c3ccc(Cl)cc3)CC2)cc1	62%[activator]	-6	-54%	2%	-4%	-36	2

Looked up above.
In Giardia FBPA inh, O=C(N/N=C/c1ccc(Cl)cc1Cl)c1n[nH]c2c1CCCC2 reads 0%
In AMA1-RON2 inh, O=C(Nc1cccc2ncccc12)C(c1ccccc1)c1ccccc1 reads -6%
